Mm-Cpn inhibitor – M. maripaludis TRiC chaperonin inhibition; purified Mm-Cpn ATPase, ADP Transcreener TR-FRET; Potency, µM (top dose mostly 76.9 µM), without a hit: at the top dose activity, negative = inhibition, usual class: inhibitors; 330,000 compounds, 0.031% hits; note: potency is the fitted concentration of half-maximal effect; % is set by controls: 0 for no effect and ±100 for the full control effect; nearly all actives have a fitted effect of over 80% in size
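Measured: ADP formation by purified Mm-CPN. Conditions: 25 nM protein, 10 uM ATP, Tris pH 7.4 with Mg2+, K+ and DTT, 37°C for 30 min. Detection: Transcreener HTRF after 30 min at room temperature.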
Abeta rescue – A-beta toxicity reversal in yeast; yeast expressing A-beta42, growth rescue, OD600, 48 h; response scale: 0% DMSO, 100% iron-clioquinol control; Potency, µM (titrated, usually from 46.1 µM), inactives show at the highest dose growth rescue, hits mostly activators; 410,000 compounds, 0.063% hits; note: potency is the fitted concentration of half-maximal effect; nearly all actives have a fitted effect of over 55% in size
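Yeast A-beta toxicity model in growth medium with pinned compounds, 48 h at 30 C; growth read as absorbance at 600 nm. Normalized to FeCl3/clioquinol equimolar mix (positive) and DMSO (negative).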
TDP-43 yeast inh – inhibitors of TDP-43 toxicity in yeast; Potency, µM (doses to about 46.1 µM), without a hit: top-dose growth rescue (activation), most hits filed as activators; AID 652104; TDP-43 expressing yeast growth rescue, BacTiter-Glo, 24 h; 410,000 compounds, 1.8% hits; note: potency is the fitted concentration of half-maximal effect; % of control where 0% means no effect; nearly all actives have a fitted effect of over 50% in size
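Readout is BacTiter-Glo luminescence of cell growth, so inhibitors register as activators. TDP-43-expressing yeast at OD600=0.02 in galactose medium, after raffinose pregrowth to mid-log, were incubated with compound for 24 hr at 30 deg C.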
pAkt inh – Akt phosphorylation inhibition; 360,000 compounds, 0.32% hits; Neuro2A IGF-stimulated pAkt S473 HTRF, 20 min; stronger effect = lower value; activity change, % for hits at 50 µM; in the data active = activity change below about -80%; inconclusive = mostly about -51% to -80%; note: % is set by controls: 0 for no effect and ±100 for the full control effect
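Neuro2A cells in DMEM with 0.5% FBS, overnight at 37 deg C, given compound at single 50 µM final, then IGF (6 nM final) for 20 min at 37 deg C. Lysed; phospho-Akt Ser473 by HTRF after 24 h, 665/615 ratio.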
PTHR1 ag – activates the human parathyroid hormone receptor PTHR1; Potency, µM (doses to about 115 µM), for the others: top-dose activation, usual class: activators; 410,000 compounds, 0.075% hits; HEK293 GP2 PTHR1 cells, GloSensor cAMP luminescence, 1 h; note: potency is the fitted concentration of half-maximal effect; nearly all actives have a fitted effect of over 55% in size; some results filed as inactive show a strong effect at the top dose; inactives centre near -15; many of its hits are not listed in these tables
Target sequence (Q03431 whole entry, looked up): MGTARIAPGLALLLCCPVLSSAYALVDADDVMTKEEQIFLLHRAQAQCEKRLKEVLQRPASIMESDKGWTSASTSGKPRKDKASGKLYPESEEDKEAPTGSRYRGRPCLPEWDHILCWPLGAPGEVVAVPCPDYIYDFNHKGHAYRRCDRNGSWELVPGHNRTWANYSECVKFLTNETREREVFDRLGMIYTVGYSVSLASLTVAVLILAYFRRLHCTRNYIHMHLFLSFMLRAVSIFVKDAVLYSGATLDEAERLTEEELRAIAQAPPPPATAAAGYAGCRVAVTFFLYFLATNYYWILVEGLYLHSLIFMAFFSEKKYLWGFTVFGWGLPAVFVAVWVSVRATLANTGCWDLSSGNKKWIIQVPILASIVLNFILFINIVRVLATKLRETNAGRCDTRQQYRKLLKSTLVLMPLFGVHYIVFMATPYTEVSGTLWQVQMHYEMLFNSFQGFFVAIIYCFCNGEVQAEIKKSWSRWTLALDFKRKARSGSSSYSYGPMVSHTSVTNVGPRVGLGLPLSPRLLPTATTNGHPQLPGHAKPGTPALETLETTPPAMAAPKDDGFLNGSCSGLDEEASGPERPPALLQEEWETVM
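HEK-293-derived GP2 cells expressing PTHR1 and a GloSensor cAMP reporter, 3,000/well, plated overnight, given luciferin plus IBMX (each 0.5 mM as added) for 1 h at 37 °C, then compound for 1 h at 37 °C. Luminescence was read after 15 min at room temperature.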
aSyn rescue – inhibitors of alpha-synuclein toxicity in yeast; 370,000 compounds, 0.14% hits; AID 652106; Yeast expressing alpha-synuclein, growth rescue, BacTiter-Glo, 24 h; Potency, µM (highest dose often 46.1 µM), inactives show top-dose growth rescue (activation), hits mostly activators; note: potency is the fitted concentration of half-maximal effect; % of control where 0% means no effect; nearly all actives have a fitted effect of over 65% in size
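Galactose-induced alpha-syn yeast (OD600=0.02, raffinose-pregrown) + pinned cpd, 24 hr, 30 deg C; growth by BacTiter-Glo luminescence. Growth restoration scores as activation.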
HEK293 tox – cytotoxic in the GLP-1 receptor inverse agonist counter-screen; HEK293 cAMP-luciferase reporter cells, luminescence, 24 h; Potency, µM (top dose mostly 38.3 µM), for the others: at the highest dose activity change, negative = inhibition, hits mostly inhibitors; 410,000 compounds, 0.13% hits; AID 624418;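 note: loss of luciferase light is scored as toxicity; potency is the fitted concentration of half-maximal effect; % is set by controls: 0 for no effect and ±100 for the full control effect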
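Seeding density was 200 cells/uL; after overnight-length (12 h) culture, 23 nL compounds went on for 24 h at 37 °C. Readout used a luciferase detection reagent, luminescence taken after 12 min at room temperature.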
FUS suppressor – rescues growth of FUS-expressing yeast. S. cerevisiae FUS-expressing, growth rescue, OD600, 24 h. Potency, µM (highest dose often 76.6 µM), for inactives: top-dose growth rescue (activation), usual class: activators. 390,000 compounds, 0.24% hits;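 note: potency is the fitted concentration of half-maximal effect; plate controls were DMSO vehicle for no effect and reference control for full effect; nearly all actives have a fitted effect of over 55% in size; some results filed as inactive show a strong effect at the top dose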
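Absorbance at 600 nm, taken 24hr after compound addition, measured rescue of FUS-yeast growth at 30C. Induction used 2% galactose with seeding at OD 0.005. Controls: CP55940 from 92uM final, DMSO only.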
GLP1R inv ag – acts as inverse agonist at human GLP-1 receptor; P43220; HEK293 GLP-1R CRE-luciferase, luminescence, 24 h; GLP-1R form is constitutively active; Potency, µM (titrated, usually from 38.3 µM), for inactives: top-dose activity change, negative = inhibition, hits mostly inhibitors; 410,000 compounds, 1.6% hits; AID 624417; note: potency is the fitted concentration of half-maximal effect; % is set by controls: 0 for no effect and ±100 for the full control effect; nearly all actives have a fitted effect of over 55% in size
Target sequence (P43220 whole entry, looked up): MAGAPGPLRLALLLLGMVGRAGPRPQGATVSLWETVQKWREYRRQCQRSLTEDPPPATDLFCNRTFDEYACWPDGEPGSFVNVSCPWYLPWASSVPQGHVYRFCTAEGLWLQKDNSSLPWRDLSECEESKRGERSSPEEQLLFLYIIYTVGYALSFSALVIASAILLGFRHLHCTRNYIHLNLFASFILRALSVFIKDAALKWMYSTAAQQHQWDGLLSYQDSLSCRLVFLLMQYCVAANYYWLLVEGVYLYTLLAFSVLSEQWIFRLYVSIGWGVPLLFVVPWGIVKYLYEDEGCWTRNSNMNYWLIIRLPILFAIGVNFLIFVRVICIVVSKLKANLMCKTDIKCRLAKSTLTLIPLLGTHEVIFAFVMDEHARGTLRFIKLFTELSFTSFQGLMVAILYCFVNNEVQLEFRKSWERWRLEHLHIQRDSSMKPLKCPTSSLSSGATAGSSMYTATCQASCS
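Constitutively active GLP-1R drives a cAMP-responsive luciferase in stably transfected HEK293 cells; test compounds are added after overnight (12 h) attachment and left 24 hr, and signal loss in luminescence marks inhibition.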
Starred values were filed as active, the others as inactive; i = inactive; ? = inconclusive; . = not tested or not shown; [ ] = remark or other dose. Unless noted, calls come from the whole dose curve; as a rule, active = well fitted curve in the direction sought with a large enough effect; inconclusive = small, poorly fitted or top-dose-only effect, or another doubt; inactive = no such curve, though single readings can be large; an effect the other way counts as inactive or inconclusive.

SMILES	Mm-Cpn inhibitor	Abeta rescue	TDP-43 yeast inh	pAkt inh	PTHR1 ag	aSyn rescue	HEK293 tox	FUS suppressor	GLP1R inv ag
CN(CC(=O)Nc1cccc(F)c1)C(=O)c1ccncc1	-1%	-13%	-2%	i	-20%	-13%	3%	-7%	6%
CCn1cc(C(=O)Nn2cnnc2)c(=O)c2ccc(C)nc21	0%	3%	-5%	i	i	4%	-22%	3%	29%
O=C(NCc1ccco1)c1ccc2c(=O)n(Cc3ccco3)c(SCC(=O)N3CCCC3)nc2c1	1%	-21%	-5%	i	19%[57.5 µM]	-2%	-19%	?	0%
Cc1ccc2nc(NC(=O)CSc3ncc(C(=O)Nc4ccc(F)cc4)c(=O)n3C)sc2c1	.	-2%	15%	.	?	.	-3%	6%	11%
CCOC(=O)N1CCN(S(=O)(=O)c2ccc(C(=O)Nc3nnc(C)o3)cc2)CC1	-3%	-11%	-3%	i	-8%	-1%	1%	21%	4%
Clc1nc(-c2ccccc2)c2ccccc2n1	-2%	6%	28%	i	i	14%	2%	-12%	117%[activator]
CCOc1ccc(CNC(=O)Cn2ncc3c(=O)oc4ccc(C)cc4c32)cc1	.	-7%	26%	.	i	.	-1%	-30%	10%
COC(=O)C[C@H]1C=C[C@@H](NS(=O)(=O)c2ccc(C)cc2)[C@@H](CO)O1	.	-4%	4%	i	-19%	-2%	-5%	3%	21%
CC1(C(=O)Nc2ccc3c(c2)OCCO3)CSCC(=O)N1C1CCN(Cc2ccccc2)CC1 (stereo not drawn)	.	-8%	7%	i	i	-7%	-10%	4%	7%
O=C(Nc1ccon1)c1ccccc1Cl	2%	-38%[inhibitor]	0%	i	i	-6%	0%	-5%	15%
COc1ccc(-c2cc(C(=O)OCC(=O)Nc3cc(C)on3)c3ccccc3n2)cc1OC	-1%	2%	4%	i	i	-6%	-6%	-5%	4%
COc1ccc(OCC2c3cc(OC)c(OC)cc3CCN2C(=O)c2c(F)cccc2F)cc1 (stereo not drawn)	.	6%	27%	.	-43%[inhibitor]	12%	4%	?	22%
O=C1C2CC(O)CN2C(=S)N1Cc1ccccc1 (stereo not drawn)	0%	6%	19%	i	i	-2%	-7%	-5%	-2%
c1ccc(-c2ncnc3cc4n(c23)CCC4)cc1	-6%	-7%	8%	i	-40%	2%	-2%	6%	50%[activator]
O=C(CN1C(=O)COc2ccc(Cl)cc21)Nc1ccc(N2CCOCC2)cc1	1%	-18%	-21%	i	i	5%	-6%	33%	17%
O=C1NC2(CCc3ccccc3C2)C(=O)N1CCOc1cccc(Cl)c1 (stereo not drawn)	1%	?	20µM*	i	-35%	15%	11%	21%	?
O=C(NCCc1ccccc1)C1CCCN1C(=O)Nc1cccc(Cl)c1 (stereo not drawn)	0%	4%	2%	i	i	8%	4%	-9%	11%
O=C(C1CC1)N1CCN(c2ccc([N+](=O)[O-])cc2)CC1	.	-5%	6%	i	-85%[inhibitor]	-5%	?	11%	39%[activator]
O=C(N/N=C/c1ccc(-c2cccc(C(F)(F)F)c2)o1)c1cccc(F)c1	1%	3%	15%	i	-7%[57.5 µM]	-1%	4%	12%	?
CC1CN(C(=O)Nc2ccc3c(c2)OCO3)CC(C)O1 (stereo not drawn)	-1%	4%	0%	i	i	-11%	0%	?	0%
Cc1nn(Cc2ccc(F)cc2)c(C)c1NC(=O)c1cnn2cccnc12	2%	6%	-20%	i	-6%[57.5 µM]	-3%	-14%	39%	0%
COc1cccc(NC(=O)CSc2nc(=O)[nH]c3c2CCCC3)c1	.	-14%	16%	.	-25%	.	0%	-8%	6%
CC(OC(=O)c1ccc(S(=O)(=O)N(C)C)cc1)C(=O)Nc1ccc(Cl)cn1 (stereo not drawn)	0%	4%	11%	i	-7%	0%	-1%	-5%	10%
O=C(Nc1ccc(S(=O)(=O)N2CCCCC2)cc1)c1ccccc1F	1%	6%	-5%	i	-22%	5%	-9%	8%	-27%

The final 3 entries of the part above come first, to join the parts.
SMILES	Mm-Cpn inhibitor	Abeta rescue	TDP-43 yeast inh	pAkt inh	PTHR1 ag	aSyn rescue	HEK293 tox	FUS suppressor	GLP1R inv ag
COc1cccc(NC(=O)CSc2nc(=O)[nH]c3c2CCCC3)c1	.	-14%	16%	.	-25%	.	0%	-8%	6%
CC(OC(=O)c1ccc(S(=O)(=O)N(C)C)cc1)C(=O)Nc1ccc(Cl)cn1 (stereo not drawn)	0%	4%	11%	i	-7%	0%	-1%	-5%	10%
O=C(Nc1ccc(S(=O)(=O)N2CCCCC2)cc1)c1ccccc1F	1%	6%	-5%	i	-22%	5%	-9%	8%	-27%
Cc1sc2ncnc(N3CCC(C(=O)NNC(=O)c4ccc(F)cc4)CC3)c2c1C	-3%	20%	15%	i	-43%[inhibitor]	-3%	1%	25%	?
Cn1c(=O)[nH]c(=O)c2c1nc(CN1CCOCC1)n2CCCO	0%	-3%	-19%	i	-20%	-12%	-3%	19%	6%
CN(C)C(=O)CSc1ncnc2scc(-c3ccccc3)c12	-1%	-8%	14%	i	i	5%	-8%	7%	108%[activator]
CCOC(=O)C1CCN(Cc2ccc(OC)c(C)c2OC)CC1	1%	6%	-11%	i	23%[57.5 µM]	0%	2%	3%	0%
CC(C)(C)c1ccccc1OCC(=O)NCc1ccccc1	-3%	25%	11%	i	-24%	14%	20%	-7%	?
O=C(c1c(O)c2ccccc2oc1=O)C1CCCCC1	0%	-72%[inhibitor]	-60%[inhibitor]	i	-26%[57.5 µM]	-65%[inhibitor]	-15%	7%	0%
CCC(=O)N1CCc2cc(S(=O)(=O)NC(C(=O)NCc3ccc(OC)cc3)C(C)C)ccc21 (stereo not drawn)	.	-3%	-14%	.	?	.	14%	-13%	11%
Cn1ncc([N+](=O)[O-])c1C(=O)Nc1ccccc1C(=O)O	2%	-4%	-12%	i	i	-3%	-27%	-15%	8%
CCOC(=O)c1c(NC(=O)CC(C)C)sc(C(C)=O)c1C	-8%	-15%	?	i	i	3%	0%	33%	17%
c1cnc(SCCOc2ccc3c(c2)CCC3)nc1	0%	18%	?	-117%*	-17%[57.5 µM]	-6%	5%	16%	-2%
CSc1nc2ccc(NC(=O)C3CC(=O)N(Cc4ccco4)C3)cc2s1 (stereo not drawn)	-1%	10%	0%	i	-25%	1%	-16%	34%	12%
COc1ccc(S(=O)(=O)Nc2cccc(-c3ccc4nncn4n3)c2)c(OC)c1	2%	-2%	-18%	i	i	3%	-6%	27%	197%[activator]
Cc1cccc(Nc2nc(NCc3ccco3)nc(N3CCOCC3)n2)c1	0%	12%	13µM*	i	i	13%	50%[activator]	25%	-1%
O=c1/c(=C/c2ccccn2)sc2n1CN(c1ccccc1)CN=2	-2%	3%	-15%	i	-15%[57.5 µM]	-8%	-9%	22%	10%
Cn1c(=O)c(C(=O)COc2ccc(C#N)cc2)c(N)n(Cc2ccccc2)c1=O	0%	8%	.	i	-1%	0%	-4%	4%	-12%
COc1ccc(NC(=O)C(NC(C)=O)C(=O)NCc2ccccc2)cc1 (stereo not drawn)	0%	3%	13%	i	0%	-3%	5%	-12%	13%
O=C1C=C(NCc2ccccc2)C2(CCCCC2)O1	-5%	10%	6%	i	-8%[57.5 µM]	1%	-4%	8%	0%
CC(C)c1ccc(/C=N/NC(=O)c2ccccn2)cc1	1%	3%	-11%[1.82 µM]	i	-36%[inhibitor]	-6%	-16%	12%	?
CCCCn1cnc2sc(-c3ccccc3)cc2c1=O	0%	-1%	21%	i	-14%	19%	-11%	30%	?
O=C(NCc1ccco1)c1ccc2c(=O)n(-c3ccccc3)c(=S)[nH]c2c1	0%	-7%	2%	i	-46%[inhibitor]	-2%	13%	29%	-7%
Cc1cccc(CS(=O)(=O)c2nnc([C@H](Cc3ccccc3)NC(=O)OC(C)(C)C)o2)c1	-1%	-85%[inhibitor]	-57%[inhibitor]	i	i	-29%	?	?	?
CC(C)C[C@H]1CN([C@@H](CC(C)C)CN2CCC[C@H]2CN2C(=O)C(=O)NC[C@@H]2Cc2ccccc2)C(=O)C(=O)N1CCc1ccccc1	.	2%	13%	i	-3%	1%	-12%	14%	5%
Cc1n[nH]c(C)c1NC(=O)c1cc([N+](=O)[O-])ccc1Cl	-6%	3%	16%	i	-25%	2%	-7%	-30%	2%
Cc1ccc(NC(=O)C2CCN(c3cc(C)nc4c(-c5ccc(Cl)cc5)c(C)nn34)CC2)c(C)c1	.	-5%	2%	.	-34%[inhibitor]	.	-2%	-11%	9%
COc1ccc(CNC(=O)C2CCN(c3nnc(C)c4c(C)n(-c5ccc(C)cc5)nc34)CC2)cc1	.	-8%	-4%	.	-20%	.	6%	3%	2%
Cc1ccc(OCc2nc(-c3ccc(C(=O)NCc4ccc(OC(C)C)cc4)cc3)oc2C)cc1	.	6%	17%	.	i	.	2%	6%	-10%
O=C(CO/N=C/c1ccccc1OC(F)F)NC1CCCC1	0%	-1%	27%[9.22 µM]	i	i	1%	-2%[7.66 µM]	-13%	-6%[7.66 µM]
CC(C)Oc1ccc(CNC(=O)c2ccccc2NC(=O)c2nsc3ccccc23)cc1	.	3%	3%	.	24%	.	1%	3%	10%
Cc1cc(C)nc(/N=C(\NC(=O)C(C)(C)C)Nc2ccc(F)cc2)n1	0%	3%	-2%	i	i	-5%	2%	-3%	-5%
Cc1ccc(C)c(CN2CCSCC2)c1	0%	15%	8%	i	-12%	0%	2%	-19%	1%

An excerpt, so the mix of outcomes need not match the whole.
